# Screening results deposited in PubChem by NCI.
# Growth percent in the NCI-60 one-dose screen (48 h, 10 µM unless noted): 100 = growth as untreated, 0 = no growth, -100 = all killed.
# HS 578T = HS 578T breast cancer | 78,000 compounds, 4.1% hits | AID 1794788
# UACC-62 = UACC-62 melanoma. 81,000 compounds, 5.4% hits
# LOX IMVI = LOX IMVI melanoma | 79,000 compounds, 7.4% hits
# MALME-3M = MALME-3M melanoma; AID 1794766; 78,000 compounds, 5.8% hits
# SK-MEL-2 = SK-MEL-2 melanoma | 77,000 compounds, 4.7% hits | AID 1794763
# SK-MEL-28 = SK-MEL-28 melanoma; AID 1794761; 81,000 compounds, 4.1% hits
# UACC-257 = UACC-257 melanoma | AID 1794764 | 78,000 compounds, 4.4% hits
# SK-MEL-5 = SK-MEL-5 melanoma | 80,000 compounds, 6.4% hits
# * = called active by the depositor; nt = no result given; & = joins results of further samples. How the source made its calls: active means growth percent below 10; inactive means the rest.
SMILES,HS 578T,UACC-62,LOX IMVI,MALME-3M,SK-MEL-2,SK-MEL-28,UACC-257,SK-MEL-5
COc1ccc(NC(=S)N/N=C/c2cccc(F)c2)cc1,102,84,104,99,85,106,86,102
COc1ccccc1NC(=O)C(N=Nc1ccc(-c2nc3ccc(C)c(S(=O)(=O)O)c3s2)cc1S(=O)(=O)O)C(C)=O (configuration not stated),96,91,100,209,79,109,102,107
COc1ccc(C(=O)Nn2c(NCC(=O)N3c4ccccc4Sc4ccccc43)nnc2-c2ccc(O)cc2)cc1,106,104,98,98,108,119,95,104
Nc1cc(=O)n(C(=O)CSc2ncnc3c2c(-c2ccccc2)c(-c2ccccc2)n3-c2cccc(Cl)c2)[nH]1,97,82,91,102,113,112,98,84
O=C(CN1C(=O)/C(=C\c2ccc(Cl)cc2)SC1=S)Nc1ncc(Cc2ccc(Cl)cc2)s1,99,100,93,99,105,106,104,96
O=C(O)c1cn(C2CC2)c2cc(N3CCN(C(=O)N/N=C/c4ccccc4O)CC3)c(F)cc2c1=O,104,95,100,103,108,112,98,100
O=C(NCc1ccco1)C1CCN(S(=O)(=O)c2ccc(Cl)cc2)CC1,69,70,77,55,83,86,86,76
CCOc1ccc(N=C(N)N=C(N)N)cc1,113,107,99,158,107,109,114,105
O=C1c2ccccc2C(=O)N1CCP(=O)(c1ccccc1)c1ccccc1,108,107,91,100,83,78,92,95
Cc1ccccc1C1N=C2Oc3ccccc3C=C2C(=O)N1 (configuration not stated),33,35,57,52,nt,41,56,31
Cc1ccc(-n2cc(-c3ccccc3)c3c(SCc4n[nH]c(=S)o4)ncnc32)cc1,95,89,93,96,104,118,113,103
COc1ccc(SSc2ccc(OC)cc2C(=O)O)c(C(=O)O)c1,91&108,96&106,100&93,93&101,122&101,99&112,98,100&102
C#CCOc1ccccc1C(OC(=O)c1cccc(Cl)c1)C(=O)NC(C)(C)C(C)(C)C (configuration not stated),88,70,84,73,86,96,86,89
O=C(N/N=C/c1ccccc1O)C(=O)Nc1ccc(F)cc1,75,35,27,71,72,59,27,56
N#C/C(=C/c1cccs1)c1nnc(NC(=O)c2ccc(-n3c(=O)[nH]c4ccccc4c3=O)cc2)s1,108,97,110,94,109,114,106,114
COc1ccc(/C=C2\COc3ccc(-c4ccccc4)cc3C2=O)c(OC)c1,125,74,79,92,101,108,83,81
O=Cc1cccc(OC(=O)Nc2ccccc2)c1,101,106,89,94,115,117,109,100
O=C(c1ccccc1)c1ccc2nc(-c3ccccc3Br)[nH]c2c1,29,-48*,-95*,-68*,-94*,-27*,-59*,-98*
CCOC(=O)C(O)C(O)C(=O)OCC (configuration not stated),103,102,100,106,103,106,106,98
CC1(C)CC[C@]2(C(=O)NC3CCCCC3)CC[C@]3(C)C(=CC[C@@H]4[C@@]5(C)CCC(=O)C(C)(C)[C@@H]5CC[C@]43C)[C@@H]2C1,78,73,80,89,99,101,99,92
O=C1/C(=C/c2ccc(Cl)cc2)N=C2Sc3cc(Cl)ccc3C(=O)N12,114,98,105,113,nt,106,nt,101
O=C(NNC(=O)c1ccccc1F)c1ccccc1,112,104,102,92,99,109,103,108
Cn1c(=O)[nH]c(=O)c2nc(CC(=Nc3ccc(Cl)cc3)c3ccccc3)c(=O)[nH]c21,96,52,57,92,100,95,108,87
COC(=O)c1ccc(COc2ccc([N+](=O)[O-])cc2Cl)cc1,101,92,99,135,92,114,98,101
O=C(O)c1ccc(NC(=S)NC(=O)c2ccc(Cl)cc2)cc1,94,92,88,88,95,103,108,96
COc1cc(CNC(=O)/C=C/c2ccccc2)ccc1OCC(=O)NO,109,92,92,85,100,107,92,100
CCCCn1c(=O)c(C2=NC(c3ccc(Cl)cc3)=C2)cc2cc(Cl)ccc21,88,87,91,99,121,99,96,100
CCOc1cc(/C=C/C(=O)C(C(=O)/C=C/c2ccc(OC(=O)CNc3nc4ccccc4[nH]3)c(OCC)c2)C(=O)CNc2nc3ccccc3[nH]2)ccc1OC(=O)CNc1nc2ccccc2[nH]1,-4.1*,-61*,-98*,-35*,13,-30*,21,-87*
COc1ccc(-c2nnc3c(/C=C/c4ccc(F)cc4)nc4ccccc4n23)cc1,97,76,99,93,92,86,97,78
CCCCCCC(=O)OCC(=O)c1ccc(Br)cc1,95,94,99,95,79,106,70,95
COC(=O)c1cc(CN2CCCCC2)cc(OC(=O)c2cc(OC)c(OC)c(OC)c2)c1,91,93,92,97,111,116,nt,108
CCOC(=O)CN1C(=O)N2CC[C@@H](OC(C)=O)C[C@H]2c2ccccc21,125,nt,99,89,107,nt,nt,100
N#C/C(C(=O)Nc1ccccc1)=c1\s/c(=C\Nc2ccc(F)cc2)c(=O)n1-c1ccccc1,100,88,79,94,99,104,107,67
CCCCCN1C=C/C(=C\C(=O)N(C)Cc2ccccc2)c2ccccc21,112,96,100,98,105,112,104,100
CC[C@]12C=CCN3CC[C@@]4(c5cc(NC(=O)CCC(=O)N[C@@H](Cc6c[nH]c7ccccc67)C(=O)OC)c(OC)cc5N(C)[C@H]4[C@@](O)(C(=O)OC)[C@@H]1OC(C)=O)[C@@H]32,88,84,102,118,94,92,88,103
CS(=O)(=O)CC(=N\N)/C(CS(C)(=O)=O)=N/N,120,109,81,107,111,118,114,108
Cn1c(=O)c2c(ncn2CC(=O)Nc2ccc(F)cc2)n(C)c1=O,100,nt,98,103,115,111,nt,107
Cc1ccc(-n2c(-c3cc4ccccc4nc3Cl)noc2=O)c(C)c1,83,40,81,89,71,92,75,67
COc1ccc(OC)c(-c2cc(-c3ccc(Cl)cc3)c3c(N)c(C(=O)c4ccccc4)sc3n2)c1,114,83,96,91,104,102,102,98
COC(=O)c1cccc(O)c1,98,100,99,119,118,110,107,105

# Limited to MALME-3M and UACC-257, for some of the entries so far:
smiles	MALME-3M	UACC-257
CS(=O)(=O)CC(=N\N)/C(CS(C)(=O)=O)=N/N	107	114
Cn1c(=O)c2c(ncn2CC(=O)Nc2ccc(F)cc2)n(C)c1=O	103	nt
Cc1ccc(-n2c(-c3cc4ccccc4nc3Cl)noc2=O)c(C)c1	89	75

# Following part
SMILES,HS 578T,UACC-62,LOX IMVI,MALME-3M,SK-MEL-2,SK-MEL-28,UACC-257,SK-MEL-5
O=C(c1ccccc1)c1cc2ccccc2o1,92&106,100&95,97&98,108&101,102&98,103&102,110&102,96&101
COc1cc(Cn2c(SCCC(=O)Nc3ccc(Cl)cc3)nc3ccccc3c2=O)cc(OC)c1OC,81,69,89,83,81,98,106,88
O=C(Nc1ccccc1-c1nn(C(=S)Nc2ccccc2)c(=S)n(C(=S)Nc2ccccc2)c1=O)C(F)(F)F,85,79,71,100,92,93,94,69
CC(C)(c1cc(Cl)c(OCCO)c(Cl)c1)c1cc(Cl)c(OCCO)c(Cl)c1,85,71,97,75,93,97,68,79
ClC(Cl)(Cl)C(=NNc1ccccc1)C(Cl)(Cl)Cl,104,83,92,nt,102,117,95,95
CCCCCCOC(=O)CC1=C(C)/C(=C/c2[nH]c(-c3ccc[nH]3)cc2OC)N=C1C,-27*,-65*,-82*,-74*,-49*,-65*,-64*,-92*
C=CC(=O)NCCNc1nccc(Nc2ccc(S(=O)(=O)Nc3ccccn3)cc2)n1,104,94,106,97,98,103,91,100
O=C1C(=Nc2ccc(Cl)c(C(F)(F)F)c2)c2cccc3cccc1c23,92,87,75,96,108,107,105,nt
O=C(O)CSCC(=O)Nc1cc(C(F)(F)F)ccc1Cl,101,100,nt,105,111,114,103,102
CS(=O)(=O)c1ccncc1,95,94,95,107,89,95,101,98

# 7 compounds picked at random from the list so far:
SMILES,HS 578T,UACC-62,LOX IMVI,MALME-3M,SK-MEL-2,SK-MEL-28,UACC-257,SK-MEL-5
CCCCCCOC(=O)CC1=C(C)/C(=C/c2[nH]c(-c3ccc[nH]3)cc2OC)N=C1C,-27*,-65*,-82*,-74*,-49*,-65*,-64*,-92*
O=C(O)CSCC(=O)Nc1cc(C(F)(F)F)ccc1Cl,101,100,nt,105,111,114,103,102
CS(=O)(=O)c1ccncc1,95,94,95,107,89,95,101,98
C=CC(=O)NCCNc1nccc(Nc2ccc(S(=O)(=O)Nc3ccccn3)cc2)n1,104,94,106,97,98,103,91,100
COc1cc(Cn2c(SCCC(=O)Nc3ccc(Cl)cc3)nc3ccccc3c2=O)cc(OC)c1OC,81,69,89,83,81,98,106,88
ClC(Cl)(Cl)C(=NNc1ccccc1)C(Cl)(Cl)Cl,104,83,92,nt,102,117,95,95
O=C(Nc1ccccc1-c1nn(C(=S)Nc2ccccc2)c(=S)n(C(=S)Nc2ccccc2)c1=O)C(F)(F)F,85,79,71,100,92,93,94,69

# The results go on.
SMILES,HS 578T,UACC-62,LOX IMVI,MALME-3M,SK-MEL-2,SK-MEL-28,UACC-257,SK-MEL-5
Cn1c(=O)c2[nH]c(SCC(=O)Nc3ccc(C(=O)/C=C/c4ccccc4Cl)cc3)nc2n(C)c1=O,96,96,96,112,126,100,86,90
O=C(N/N=C/c1ccc([N+](=O)[O-])s1)c1[nH]c2ccc(Br)cc2c1-c1ccccc1,12,18,nt,15,-19*,39,58,-77*
CC(C)C(O)C(C)(C)C(O)C#N (configuration not stated),107,117,100,nt,nt,107,104,100
Cc1ccc2nc(-c3ccc(C(=O)N/N=C/c4ccccc4)cc3)[nH]c2c1,101,95,98,104,122,111,109,101
Cc1ccc(C2(C)NC(=O)N(CC(=O)Nc3cccc(C)c3)C2=O)cc1 (configuration not stated),102,84,96,100,85,107,101,98
COc1cc2nc(Cl)nc(Nc3cccc(C4=Nc5c(N)nc(N)nc5NC(c5ccc(Cl)cc5)C4)c3)c2cc1OC (configuration not stated),89,92,-52*,nt,77,74,87,71
O=C1C(S(=O)(=O)O)=CC(=Nc2ccc(O)cc2)c2ccccc21,98,108,91,101,102,105,104,97
CCCC(=O)OC1CCCCC1,nt,103,92,85,98,101,79,98
CC(=O)OC[C@H]1OC(Sc2sc(C(=O)c3ccc(Cl)cc3)c(N)c2-c2nc3ccccc3s2)[C@H](OC(C)=O)[C@@H](OC(C)=O)[C@@H]1OC(C)=O (some centres not stated),71,98,69,69,104,94,97,85
CC1(C)C(=O)CC[C@]2(C)[C@H]3C(=O)C=C4[C@@H]5C[C@@](C)(C(N)=O)CC[C@]5(C)CC[C@@]4(C)[C@]3(C)CC[C@@H]12,115,100,101,103,91,115,113,106
CC(C)Cn1c(-c2ccccc2-c2ccccc2)nc(-c2ccccc2)c1-c1ccccc1,91,53,56,67,70,103,77,76
CCCCCC1=C(C)C=C(C)CC1(C)C[N+](C)(C)C (configuration not stated),101,97,94,87,83,98,nt,101
O=C(NCCCN1CCCC1=O)c1ccc(-c2ncc3cnc(-c4ccccc4)cn23)cc1,100,97,103,105,nt,97,98,91
Cc1c2c(nn1C)CN(C(=O)Nc1nc(-c3cccnc3)ccc1N)C2,107,89,102,81,88,101,83,97
C=CCN=C1NC(CC(=O)OCC)CS1 (configuration not stated),94,98,92,106,108,109,99,104
CC1C(/C=N/NC(N)=S)C(C#N)(C#N)C1(C#N)C#N (configuration not stated),92,97,109,103,114,116,96,104
CCOC(=Nc1ccc(C#N)cc1)SC(c1ccccc1)(c1ccccc1)c1ccccc1,105,91,102,102,nt,95,120,97
COc1cc(C2CC(c3cccc(Nc4ccncc4)c3)=NN2c2ccccc2)cc(OC)c1OC (configuration not stated),64,96,34,-78*,83,5.2*,-14*,-53*
COc1cc(OC)cc(-c2n[nH]nc2-c2ccc3c(c2)OCO3)c1,12,27,34,68,14,32,71,20
O=C(Oc1ccccc1)c1cccc2cccc(C(=O)Oc3ccccc3)c12,105,58,84,123,99,103,92,91
CCNC(=O)Oc1ccc(/C(=C(/CC)Cc2ccccc2)c2ccc(OCCCN(C)C)cc2)cc1,92,96,96,107,94,104,93,95
O=c1oc2ccccc2cc1-c1csc(N=Nc2c(O)[nH]c3ccc(Cl)cc23)n1,99&105,92&98,100&98,96&105,112&107,109&103,104&80,99&104
CCN1CCCC(OC(=O)C(c2ccccc2)c2ccccc2)C1 (configuration not stated),108&107,110&113,98&105,87,97&121,107&107,106&104,101&95
O=C(CCc1nnco1)c1nc2ccc([N+](=O)[O-])cc2[nH]1,102,97,93,105,95,111,112,109
COc1ccc2c(CSc3nc(-c4ccc(Cl)cc4)c(C#N)c(N4CCN(C)CC4)n3)cc(=O)oc2c1,72,94,89,94,89,112,93,96
CC1(C)N=C(N)N=C(N)N1c1cccc(/C=C/C=C/c2cccc([N+](=O)[O-])c2)c1,95,47,34,66,67,66,41,68
COc1cccc(-c2nn(C(C)(C)C)cc2-c2ccnc(NCCCNS(=O)(=O)c3ccc(Cl)cc3)c2)c1,94&106,88&103,100,78&112,95&112,96&113,103&112,83&102
[O-][n+]1c2ccccc2[n+]([O-])c2cc(O)ccc21,nt,88,nt,96,132,129,104,80
COc1ccc(Nc2nc3ccc(NC(=O)Nc4cccc(Cl)c4)cc3[nH]c2=O)cc1,88,98,103,91,100,126,82,98
O=C(OCc1ccc2c(Cl)cc(Cl)c(O)c2n1)c1cc2ccccc2[nH]1,-14*,-71*,-91*,-78*,-55*,nt,-72*,-98*
O=C(Nc1ccc2c(O)c(N=Nc3ccc(N=Nc4ccc(S(=O)(=O)O)cc4)cc3)c(S(=O)(=O)O)cc2c1)c1ccccc1,104,86,99,101,84,119,113,107
O=C(O)CCC(NS(=O)(=O)c1ccc([N+](=O)[O-])cc1)C(=O)O (configuration not stated),83,105,99,94,112,108,97,117
CN(C)Cc1c(-c2ccccc2)[nH]c2ccccc12,100,102,97,128,108,97,99,101
C=C1CC2(OC1=O)C(=O)N(CCCN1C(=O)C3(CC(=C)C(=O)O3)c3ccccc31)c1ccccc12 (configuration not stated),58,23,-83*,-49*,53,-14*,30,74
CCCCC1COc2cccc3c(SCC(=O)N(C)c4ccccc4)cc[n+]1c23 (configuration not stated),107,104,106,106,125,112,101,nt
Cc1[nH]cc([N+](=O)[O-])[n+]1CCO,94,98,95,101,100,nt,105,99
